Platelet DG rel: platelet dense granule release activity; inhibition, %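 (compounds screened at 7.5 µM in platelet-rich plasma)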; AID 1663; human platelet-rich plasma, SFLLRN dense granule ATP release, luminescence; 0.22% of 300,000 active;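 active means mean replicate score, as percent of positive control, at or above 50; inconclusive means mean below 50 but at least one replicate at or above 50; inactive means mean and every replicate below 50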
HIF activator: HIF pathway transcriptional activation; activation, % at 7.5 µM (by protocol); 0.32% of 300,000 active; U2OS HRE-luciferase reporter, luminescence; normalized: DMSO 0%, desferrioxamine 100%;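 active means mean activation of at least 10% of the iron chelator positive control signal, with at least half of replicates also reaching 10%; inconclusive means mean and replicate majority disagree about reaching 10%; inactive means mean and most replicates under 10%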
HSP90 inh: blocks HSP90-mediated luciferase refolding in reticulocyte lysate | Rabbit reticulocyte lysate, luciferase refolding luminescence, 3 h | inhibition, % at 5.6 µM | 0.91% of 290,000 active;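 active means inhibition above the screen-wide mean plus 3 SD, computed separately per campaign, cut at about 16% in these data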;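 further: 0% = DMSO wells and 100% = 60 µM geldanamycin wells; inhibitors lower the luminescence because luciferase stays unfolded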
HDAC3 inhib: human HDAC3 inhibition. recombinant HDAC3, fluorogenic peptide/trypsin coupled, fluorescence. O15379. AID 2718. 0.15% of 320,000 active. inhibition, % at 8.3 µM; in the data active means inhibition above about 26%, passing the limit was not always enough; inconclusive means no clear call, values can overlap the other calls
Target sequence (O15379 whole entry, looked up): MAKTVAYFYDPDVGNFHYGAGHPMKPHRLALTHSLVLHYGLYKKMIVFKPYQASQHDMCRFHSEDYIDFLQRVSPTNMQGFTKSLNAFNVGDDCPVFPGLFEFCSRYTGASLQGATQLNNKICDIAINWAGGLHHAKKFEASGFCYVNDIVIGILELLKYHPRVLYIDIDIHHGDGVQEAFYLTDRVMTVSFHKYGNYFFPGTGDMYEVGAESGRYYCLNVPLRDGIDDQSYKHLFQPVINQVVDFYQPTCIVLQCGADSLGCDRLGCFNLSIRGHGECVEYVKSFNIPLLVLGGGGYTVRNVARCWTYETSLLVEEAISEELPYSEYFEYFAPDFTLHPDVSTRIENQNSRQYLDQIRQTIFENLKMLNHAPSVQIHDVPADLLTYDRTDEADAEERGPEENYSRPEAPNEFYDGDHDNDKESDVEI
aSyn UTR inh: MLPCN primary screen, SNCA 5' untranslated region. 0.82% of 300,000 active. inhibition, % (tested at 7.5 µM). alpha-synuclein 5'UTR reporter, inhibitor activity; in the data active means inhibition above about 60%; inconclusive means no clear call, values can overlap the other calls;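 further: H4 neuroglioblastoma cells stably carrying SNCA 5'UTR luciferase fusion; 0% = DMSO wells and 100% = positive control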
AI-2 QS modul: Vibrio harveyi AI-2 quorum sensing modulation. Vibrio harveyi JMH597 AI-2 luminescence/OD600 ratio, 9 h; active compounds read low; strain lacks LuxN and CqsS sensors; 0 = neutral-control median. 0.4% of 300,000 active. AID 2094. activity change, % at 7.5 µM; in the data active means activity change below about -75%, passing the limit was not always enough; inconclusive means no clear call, values can overlap the other calls;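 further: luminescence divided by OD600 gain over 9 h not by final OD600 alone; inactives centre near 13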
HSF1 inhib: HSF1 inhibition | NIH3T3-HGL HSE-luciferase, MG132-induced, luminescence 8 h; active compounds read low | activity change, negative = inhibition, % at 7.5 µM (by protocol) | 0.77% of 300,000 active | AID 2098;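 active means more than half of replicate wells show activity change below -50%, luminescence cut by over half; inconclusive means some wells, but at most half, below -50%; inactive means no replicate well below -50%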;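 further: luciferase reports HSF-1 transcriptional activity via heat shock element; 0% = median of DMSO wells and -100% = zero luminescence signal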
IEC-6 cytotox: kills IEC-6 intestinal cells in KLF5 counter-screen | inhibition, % at 5 µM | 0.78% of 290,000 active | IEC-6 cytotoxicity, luminescence viability; in the data active means inhibition above about 22%;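 further: 0% = plate median of test compound wells and 100% = cytotoxic reference compound wells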
HSF-1 act: increases HSF-1 driven luciferase reporter signal; NIH3T3-HGL HSF-1 luciferase reporter, MG132, 8 h; 100% = twice DMSO control signal; activation, % at 9 µM; 1.7% of 300,000 active; AID 504408;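 active means mean replicate activation of at least 50% with a set share of replicates each reaching 50%; inconclusive means only one of those two conditions met; inactive means mean below 50% and too few replicates reaching it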;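 further: 0% = median of the neutral control wells and 100% = twice that signal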
KLF5 inh: inhibitors of KLF5 expression; inhibition, % at 5 µM; DLD-1 KLF5 promoter-luciferase reporter, luminescence; AID 1700; 0.23% of 290,000 active;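 active means inhibition above a per-plate limit of that plate's mean compound inhibition plus 3 SD, cut at about 60% in these data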;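 further: 0% = DMSO wells and 100% = LY294002 at 200 µM; higher means less KLF5 promoter-driven luciferase light; inactives centre near -14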
Numbers without * were called inactive; u = inconclusive; x = not tested or not shown. An unsorted share of the library. About 5% of those tested had a hit in this group.

Results follow in this order: HIF activator, aSyn UTR inh, HSP90 inh, KLF5 inh, HSF-1 act, HDAC3 inhib, Platelet DG rel, IEC-6 cytotox, HSF1 inhib, AI-2 QS modul
- COc1ccc(NC(=O)C2CCCN2c2ccc(OC)c(OC)c2)cc1OC (stereo not drawn)
    -1.8, 21, 1, 1, -6, -3, 2, 4, 3, 25
- COc1ccc(CCNC(=O)Cn2cnc3scc(-c4ccccc4)c3c2=O)cc1OC
    -0.2, 6, -5, -30, 0, 1, 1, -1, -5, 11
- CCOc1ccc(NC(=O)c2ccc(N3CC4CC(C3)c3cccc(=O)n3C4)c(NC(=O)CCN3CCOCC3)c2)cc1 (stereo not drawn)
    -0.1, 1, -5, 7, 8, 7, 5, -4, 2, 31
- CCCN(C(=O)/C=C/c1ccco1)c1c(N)n(Cc2ccccc2)c(=O)[nH]c1=O
    0.0, 19, -1, -7, -3, 6, -1, 0, 4, 26
- O=C(Nc1sc2c(c1C(=O)O)CCC2)c1ccccc1
    3.0, 16, 0, -34, 1, 9, 3, 5, 6, 42
- Cc1sc2nc(C3CC3)nc(SCC(=O)NCc3ccco3)c2c1C
    -0.1, 39, -2, -6, 19, -1, -2, -3, 3, 15
- O=C(Nc1cccc(NC(=O)c2cccnc2)c1)c1ccccc1
    -0.4, 1, -6, -15, 0, -15, -13, -4, -8, 5
- CCOc1cc(C)c(S(=O)(=O)N2CCCCC2)cc1C
    -1.0, 18, 4, -18, -47, -1, 2, -2, -32, 18
- COc1ccc(NS(=O)(=O)c2cccc(C(=O)NNC(=O)c3cncc(Br)c3)c2)cc1
    -2.2, 12, x, x, -6, 2, 4, x, -2, 2
- CCC(NC(=O)NC1CCCCC1)c1ccccc1 (stereo not drawn)
    0.1, 1, 0, -1, 11, -10, 1, -2, 0, 13
- C/C(N)=C(/C#N)C(=O)COC(=O)c1ccccc1Cc1ccccc1
    -2.1, 31, 0, -14, 12, 0, -3, 11, 12, 21
- O=C(CCNS(=O)(=O)c1ccc(Cl)cc1)N1CCCC1
    0.5, -4, 0, -29, 2, -1, -3, -2, 2, 33
- COCCn1nnnc1C(c1cc(OC)ccc1OC)N1CCc2ccccc2C1 (stereo not drawn)
    0.4, 9, -5, -13, 32, 2, 0, -6, 9, 36
- Cc1ccc(S(=O)(=O)NC(=O)NC(C)c2ccc(F)cc2)cc1 (stereo not drawn)
    -0.9, 10, -2, -27, -2, -4, 11, -11, -6, 34
- O=C(NC(=S)Nc1nc(-c2cccc([N+](=O)[O-])c2)cs1)c1cc(Cl)ccc1Cl
    -0.2, 22, 2, -38, -5, -3, -6, 0, 2, 16
- CCOC(=O)c1cc(-c2ccccc2)sc1NC(=O)CCN1C(=O)c2ccccc2C1=O
    -0.3, 29, 0, -19, 20, 0, 17, 0, 3, 10
- O=C(c1ccco1)N1CCc2[nH]nc(-c3ccc(Cl)cc3)c2C1
    0.0, 9, -4, -14, -14, -1, -2, 4, 6, 12
- FC(F)(F)c1ccc(-c2csc(-c3ccno3)n2)cc1
    2.4, -34, -2, -46, 25, u, 10, 5, -2, 2
- Cc1ccc(-c2noc(CCC(=O)NCCN3CCc4ccccc4C3)n2)cc1
    x, x, 3, -10, x, 1, x, -2, x, 15
- COc1ccc(N(CC(=O)NC2CCCC2)C(=O)Cn2nnc(-c3ccc(OC)c(OC)c3)n2)c(OC)c1
    0.8, 21, 2, 21, -18, -2, 5, 10, -4, 6
- COc1ccc(-c2nn(-c3ccccc3)cc2/C=C2/SC(=S)N(CCC(=O)O)C2=O)c(C)c1
    -1.5, -11, -12, -7, 0, 13, 5, -8, 1, 74
- CN(C(=O)C1CCOC1)c1nnc(-c2ccccn2)s1 (stereo not drawn)
    1.7, -67, 5, -55, 7, 0, 4, 2, 21, -9
- CCOc1ccccc1C(=O)Nc1ccccc1C(N)=O
    -0.2, -9, -1, -22, 18, 0, -44, 4, 7, 17
- CCC(=O)N1CC2(CC(c3cccc(NC(=O)COc4ccc(Cl)cc4)c3)=NO2)C[C@@H]1C(N)=O (stereo partly drawn)
    0.7, 12, x, x, 8, x, 2, x, 2, 12
- O=C1CCC(O)CCN1CCSc1ccccc1 (stereo not drawn)
    1.2, -93, 0, -68, 1, 7, -1, 3, 3, 19
- COc1ccccc1N=c1sc2ccccc2n1C
    -0.3, 37, -9, -12, 17, 10, 1, 0, 5, 0
- O=C(COc1ccccc1)Nc1ccccc1N1CCN(c2ccc(F)cc2)CC1
    -0.2, 20, -2, -9, x, 2, 5, -9, x, 25
- CC(=O)NCCc1ccc(C(=O)Cn2cnc3ccccc3c2=O)cc1
    3.0, -46, 1, -32, 5, -3, 3, -3, 6, 17
- COC(=O)c1cc(C(=O)OC)n(Cc2ccc(Br)cc2)n1
    0.2, 8, 2, -24, 38, 10, 1, -4, 39, 22
- O=C(c1ccc(COc2ccccc2Br)o1)N1N=C(C(F)F)CC1(O)C(F)F (stereo not drawn)
    0.1, 9, -1, -5, 12, 9, 4, -4, -3, 28
- N/C(=N/OC(=O)c1ccccc1F)c1nonc1N
    0.0, -17, 0, -46, 16, -6, 3, -4, -6, 13
- O=C(O)c1cnn(-c2nc(-c3ccc(Br)cc3)cs2)c1C(F)(F)F
    2.4, -96, 0, -100, 39, 7, 5, -3, -4, 29
- CCCn1nnnc1NCc1cccc(OC)c1OCC
    0.9, 4, -1, -8, 5, -3, 21, 8, -5, 11
- CCN(Cc1ccccc1)C(=O)c1ccc(CS(=O)c2ccccc2C)o1 (stereo not drawn)
    -0.4, 23, -1, -3, 12, 5, -6, 0, -2, -13
- O=C(NCCS(=O)(=O)N1CCN(c2ccccc2)CC1)c1cccc(F)c1
    1.0, 8, x, x, 3, -1, -5, x, 1, -10
- CC(NC(=O)Nc1ccc2c(c1)OCO2)C1CCCO1 (stereo not drawn)
    3.4, -112, 2, -55, 7, 2, 0, -1, 2, 11
- O=C(Cc1c[nH]c2ccccc12)OCC(=O)c1ccccc1
    -0.1, 4, -4, 15, -2, 0, 4, -3, 9, -17
- CCOc1ccc2nc(NC(=O)Cc3cccs3)sc2c1
    1.4, -137, 3, -134, 17, 2, -11, 4, 5, 20
- CCCCn1nc(C(=O)N2CCc3ccccc32)c2ccccc2c1=O
    -0.9, 37, 1, -11, -37, -10, 4, -2, -19, 32
- Cc1cc[n+]2n1CC(O)C2 (stereo not drawn)
    -0.3, 5, -1, 1, 18, -2, -8, 2, 3, 2
- Nc1ccc2oc(-c3ccccc3Cl)cc(=O)c2c1O
    3.7, -63, 3, -89, 17, 2, 2, -13, 15, 8
- CCOC(=O)COc1c(Cl)cc(/C=C2\N=C(C)OC2=O)cc1OC
    -0.5, -26, x, x, -1, 66*, 13, x, -6, 25
- COc1ccc(-c2noc(CCC(=O)NCCN(C)Cc3ccccc3)n2)cc1
    -0.9, 2, 0, -2, 15, -9, 9, 1, -6, -11
- CN(Cc1cccc(Cl)c1)C(=O)C1CCC(=O)N(C2CC2)C1 (stereo not drawn)
    -0.1, -16, -2, 9, 17, -1, -1, 6, 1, 8
- O=C(COc1ccc(Cl)cc1)N(Cc1ccccc1)c1nc(-c2ccccc2)cs1
    -0.9, -1, -1, -4, 4, 5, 4, -6, -4, 21
- CCC(=O)NCCCCNC(=O)CC
    0.2, -15, -1, -7, 0, -2, 1, -4, 1, 8
- Cc1ccsc1C1C(C(=O)O)c2ccccc2C(=O)N1C (stereo not drawn)
    0.8, 9, 5, -1, 12, 1, 8, 1, -6, 16
- CCn1c(COc2ccccc2C)nnc1SCC(=O)Nc1cc(C)on1
    0.0, 3, -2, -13, -32, 0, 1, 1, -21, 16
- CCCNC(=O)CSc1nc(-c2cccs2)cc(C(F)(F)F)n1
    -0.8, 7, -2, -5, 0, 2, -2, -2, -5, 35
- COc1ccc(/C=C(\NC(=O)c2ccc(C)cc2)C(=O)NCCCn2ccnc2)cc1OC
    -0.7, -22, -3, -5, 5, 4, 9, -4, -1, 6

Next records follow:
Results follow in this order: HIF activator, aSyn UTR inh, HSP90 inh, KLF5 inh, HSF-1 act, HDAC3 inhib, Platelet DG rel, IEC-6 cytotox, HSF1 inhib, AI-2 QS modul
- CCCCCCC(C)NC(=S)Nc1cc(S(=O)(=O)N(C)C)ccc1C (stereo not drawn)
    -0.2, 28, -2, -14, 13, 9, 12, 2, -1, 18
- COc1ccc(OC)c(NC(=O)CN2CCC(NC(=O)c3ccccc3C)CC2)c1
    1.4, -3, 7, -38, -3, -6, -8, 2, -2, -9
- COc1ccc(CN(C(=O)c2snc(C(N)=O)c2N)C(C)C(=O)NCc2ccc(F)cc2)cc1 (stereo not drawn)
    -0.7, 11, 2, -17, 8, -2, -10, 7, 8, -4
- CC(=O)c1ccc2c(c1)CC(C)C(=O)N2C (stereo not drawn)
    0.9, 15, 0, -21, 0, -5, -1, 0, -2, 12
- Cc1ccc(S(=O)(=O)N2CCN(C(=O)c3cccs3)CC2)cc1C
    0.1, 6, 1, -17, 5, -7, -3, 5, -2, 18
- C=CCn1c(Cc2cccs2)nnc1SC/C=C/c1ccccc1
    -0.5, -2, 0, -28, 21, -1, 15, -12, 12, 29
- COc1cccc(NC(=O)c2ccc3c(c2)N(C)CCS3)c1
    3.4, -117, -1, -140, 92*, x, 24, 3, 63, 15
- CC1OC(Oc2ccc3ccc(=O)oc3c2-c2c(O)ccc3cc(Oc4ccc5ccc(=O)oc5c4)c(=O)oc23)C(O)C(O)C1O (stereo not drawn)
    0.7, -6, 3, -3, 2, u, 22, -1, 0, 12
- CCOC(=O)c1nn(-c2ccccc2)c(=O)c2c(N)scc12
    x, x, 5, 3, x, 2, x, 6, x, x
- O=c1cc(-c2ccccc2Cl)oc2c([N+](=O)[O-])c(O)cc(O)c12
    3.6, -33, -4, -36, -39, 12, -1, -2, -40, 20
- Cc1ccc(N2CC(C(=O)N3CCC(C(=O)Nc4nnc(C(C)C)s4)CC3)CC2=O)cc1 (stereo not drawn)
    -1.2, 1, -2, -7, 15, -2, -3, 5, 0, x

Screens: PubChem BioAssay, several laboratories
